# CHT inh: inhibitors of human choline transporter CHT | High affinity choline transporter 1 (Homo sapiens), Q9GZV3 | CHT-expressing cells, membrane potential dye, choline response; hits give low values | B-score at 10 µM | hit rate 0.86% among 310,000;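 active means B-score over 3 SD under the library average, and starting fluorescence ratio not unusually high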;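 further: choline stimulus applied at its EC90 after an EC20 pre-addition; B-score computed on integrated fluorescence ratio after choline addition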
# Target sequence (Q9GZV3 whole entry, looked up): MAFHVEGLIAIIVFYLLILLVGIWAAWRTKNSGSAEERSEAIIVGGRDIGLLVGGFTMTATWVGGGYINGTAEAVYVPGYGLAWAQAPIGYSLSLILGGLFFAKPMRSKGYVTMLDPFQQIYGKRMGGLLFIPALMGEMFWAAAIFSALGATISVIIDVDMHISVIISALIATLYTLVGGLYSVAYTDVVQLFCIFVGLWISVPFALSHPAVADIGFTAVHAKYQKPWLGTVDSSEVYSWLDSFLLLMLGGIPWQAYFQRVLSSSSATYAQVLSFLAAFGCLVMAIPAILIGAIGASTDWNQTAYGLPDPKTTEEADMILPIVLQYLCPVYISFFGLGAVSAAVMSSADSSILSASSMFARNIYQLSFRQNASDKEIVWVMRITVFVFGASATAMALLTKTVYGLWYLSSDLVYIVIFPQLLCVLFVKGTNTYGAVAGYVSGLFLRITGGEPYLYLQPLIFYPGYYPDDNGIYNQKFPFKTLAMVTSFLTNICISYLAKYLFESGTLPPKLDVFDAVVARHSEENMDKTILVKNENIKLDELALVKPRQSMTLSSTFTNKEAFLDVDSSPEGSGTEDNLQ
# CHT PAM: CHT positive allosteric modulators, primary screen, cell-based, membrane potential dye, choline EC20; hit rate 0.49% among 310,000; B-score at 10 µM; CHT-expressing cells; hits give high values; LV-AA mutant CHT in HEK293 cells; High affinity choline transporter 1 (Homo sapiens), Q9GZV3; AID 488977, 2010;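 active means initial fluorescence not abnormally high and integrated response B-score, plate-corrected, over 3 SD above library mean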
# The depositor's hits bear a star; i = inactive.
cpd	smiles	CHT inh	CHT PAM
1	Cc1cc(C)n(CC(=O)NC2CCCCC2C)c(=O)c1C#N (stereo not given)	i	i
2	Nc1c2c(nc3ccccc13)CSCC2	i	6.33*
3	O=C(CCN1C(=O)/C(=C/c2ccccc2)SC1=S)NNC(=O)c1cccnc1	i	i
4	COc1ccc(OC)c2[nH]c(=O)c(CCNC(=O)c3ccc(S(=O)(=O)N4CCCCC4)cc3)cc12	i	i
5	CCCn1nc([N+](=O)[O-])c(C(C#N)c2nc3ccccc3o2)c(Cl)c1=O (stereo not given)	-12.4*	i
6	COC(=O)CN(CCc1ccccc1)S(=O)(=O)c1ccc(OC)c(OC)c1	i	i
7	CCC(C)(C)n1nnnc1CN1CCC(NC(=O)c2ccc(Br)cc2)CC1	i	i
8	COc1ccc(C(=O)OCc2cc3cccc(C)c3[nH]c2=O)cc1	i	i
9	CCN1CCN(Cc2ccc(NC(=O)c3ccc(C)c(NC(=O)c4nccnc4N)c3)cc2C(F)(F)F)CC1	i	i
10	OCCOCCN1CCN(C2=Nc3ccccc3Sc3ccccc32)CC1	i	i
11	CC(C)CSc1nc2c(c(=O)[nH]c(=O)n2C)n1CCc1ccccc1	i	i
12	O=C(NCCCN1CCN(C2CCCCC2)CC1)Nc1ccccc1C(F)(F)F	i	i
13	O=C(COc1ccccc1)NC(Cc1c[nH]c2ccccc12)C(=O)O (stereo not given)	i	i
14	CCOc1nc(-c2ccccc2)ccc1-c1noc(-c2cccs2)n1	i	i
15	Cc1nn(C)c(C)c1NC(=O)CCCSc1nc(-c2ccco2)cc(C(F)(F)F)n1	i	i
16	COC(=O)c1c(C)oc2c1cc(NS(=O)(=O)c1cccs1)c1ccccc12	i	i
17	COc1ccc(CCNC(=O)c2cc(S(=O)(=O)N3CCCC3)cn2C)cc1OC	i	i
18	COc1cc(CN2CCCCCC2)c([N+](=O)[O-])cc1OC	i	i
19	COc1ccc(NC(=O)CCC(=O)Nc2nnc(C3CCCCC3)s2)cc1	i	i
20	C/C(=N\NC(=O)COc1ccc(C(C)(C)C)cc1)c1ccc2c(c1)OCCO2	i	i
21	O=C(c1ccco1)N1CCN(c2nc3ccccc3c(=O)n2-c2ccccc2)CC1	i	i
22	COc1ccc(N2CCN(C(c3cccs3)C(C)NS(=O)(=O)c3ccccc3)CC2)cc1 (stereo not given)	i	i
23	O=C(COC(=O)c1ccc(NS(=O)(=O)c2cccs2)cc1O)Nc1ccc(F)cc1	i	i
24	O=C(COC(=O)c1cccc2ccccc12)Nc1ncc(C(F)(F)F)cc1Cl	i	i
25	COc1ccc(C2C3=C(OC(C)=O)c4ccccc4C3=Nc3c2c(=O)n(C)c(=O)n3C)cc1 (stereo not given)	i	i
26	CC[N+](CC)(CC)CCCCOc1ccc2c(c1)C(=O)c1cc(OCCCC[N+](CC)(CC)CC)ccc1-2	i	i
27	Cc1cc(C)cc(NC(=S)Nc2ccccn2)c1	i	i
28	O=C(NC1CCCC1)C(c1c(F)cccc1Cl)N(C(=O)c1csnn1)C1CC1 (stereo not given)	i	i
29	O=C(Nc1ccccc1F)n1ncc2cc(Cl)ccc21	i	i
30	CCOc1ccc(N(CC(=O)Nc2ccc(OC)cc2OC)S(=O)(=O)c2c(C)[nH]c(=O)[nH]c2=O)cc1	i	i
31	COc1cc(NS(=O)(=O)c2ccc(NC(=S)Nc3ccccc3)cc2)nc(OC)n1	i	i
32	CCn1c(SCC(=O)Nc2oc(-c3ccccc3)c(-c3ccccc3)c2C#N)nnc1-c1cc(OC)cc(OC)c1	i	i
33	Cc1ccccc1N(C(=O)c1snc(C(N)=O)c1N)C(C(=O)NCC1CCCO1)c1ccc(N(C)C)cc1 (stereo not given)	i	i
34	COc1ccc(C#Cc2c(-c3ccsc3)oc3ccc(-c4cc(OC)c(OC)c(OC)c4)cc23)cc1	i	i
35	O=C(Nc1ccccc1)Nc1cccc(Cl)c1	i	i
36	CCC(C(=O)NC1CCCC1)N(C(=O)Cn1nnc(-c2ccc(C)o2)n1)C(C)(C)C (stereo not given)	i	i
37	COc1ccc(-c2cc(C(=O)NNC(=S)NC(=O)c3c(-c4ccccc4)noc3C)[nH]n2)cc1	i	i
38	Cc1onc(-c2c(Cl)cccc2Cl)c1C(=O)NCc1ccco1	i	i
39	COc1ccc(CNC(=O)CSc2nnc3c(n2)[nH]c2ccc(C)cc23)cc1	i	i
40	COc1ccc(S(=O)(=O)N2CCC(C(=O)NCCC(=O)Nc3cccc(Cl)c3)CC2)cc1	i	i
41	CC(C)(C)c1oc(C(=O)O)cc1CN1CCOCC1	i	i
42	COc1ccc(-n2nnc3c(=O)n(C/C=C/c4ccccc4)cnc32)cc1	i	i
43	COC(=O)c1ccc(NC(=O)c2ccc3c(c2)C(=O)N(C)C3=O)cc1	i	i
44	CC(O)c1c(-c2ccccc2)nn(C)c1Cl (stereo not given)	i	i
45	COc1cccc(C2=NOC(C(=O)Nc3c(C)n(C)n(-c4ccccc4)c3=O)C2)c1 (stereo not given)	i	i
46	O=C1CSC(c2cccnc2)N1CC1CC1 (stereo not given)	i	i
47	O=C(N1CCOCC1)C1(c2ccc(Cl)cc2)CCCC1	i	i
48	COc1ccc(N(C(=O)Cn2cnc3ccccc32)C(C(=O)NC2CCCCC2)c2ccccc2)cc1 (stereo not given)	i	i
49	NC(=O)c1cccc2c(=O)oc3ccccc3c12	i	i
50	O=C(CCC(=O)N1CCOc2ccccc21)N1CCN(c2ccccc2)CC1	i	i

# Other records follow.
cpd	smiles	CHT inh	CHT PAM
51	CC1CCN(S(=O)(=O)c2ccc(NC(=O)C3CCN(C(=O)c4ccco4)CC3)cc2)CC1	i	i
52	S=C(N/N=C/c1ccc(Br)cc1)N1CCCCC1	i	i
53	C[C@@H](C(=O)NCC1CCCO1)N1C(=O)N2CCc3c([nH]c4ccccc34)[C@@]2(C)C1=O (stereo not given in full)	i	i
54	COc1ccc(N(CC(=O)Nc2cccc(C(C)=O)c2)S(C)(=O)=O)cc1OC	i	i
55	O=[N+]([O-])c1ccccc1/C=C/C=N/N1CCCCC1	i	i
56	COc1ccc(C(=O)/C=C/Nc2cc(C)on2)cc1	i	i
57	Cc1cc(N2CCOCC2)nc2ccc(NC(=O)CCC(=O)N3CCN(c4cccc(C(F)(F)F)c4)CC3)cc12	i	i
58	CC1CC(C)CN(CCCNC(=O)Cn2cccc2C(=O)c2ccccc2)C1 (stereo not given)	i	i
59	Cc1nn(C)cc1/C=N\NC(=O)c1csc2c1CCCC2	i	i
60	CC1=C(C(=O)Nc2cc(C(=O)N3CCN(c4cccc(C)c4)C(C)C3)ccc2C)SCCO1 (stereo not given)	i	i
61	CCN(CC)S(=O)(=O)c1ccc2c(c1)nc(CCC(=O)OCc1c(C)noc1C)n2C	i	i
62	COc1cccc(NC(=S)N(CCc2ccc(OC)c(OC)c2)Cc2ccccn2)c1	i	i
63	CCc1ccc(OC(=O)c2cccnc2)cc1	i	i
64	CC(C)(C)C1CCC2(CC1)NC(=S)N(c1ccccc1)N2 (stereo not given)	i	i
65	Cc1cnc(C)c(N2CCN(Cc3nc(-c4cccc(F)c4F)oc3C)CC2)n1	-7.21*	i
66	CCCCCCCN1CCC(=O)N([C@H](CO)CC(C)C)CC1	i	i
67	Cn1cc(S(=O)(=O)N2CCN(c3cccc(C(F)(F)F)c3)CC2)c(=O)n(C)c1=O	i	i
68	COC(=O)c1ccn(CC(=O)NC2CCCCC2)n1	i	i
69	O=C(/C=C/Nc1ccc(Cc2ccc(N/C=C/C(=O)C(F)(F)F)cc2)cc1)C(F)(F)F	i	i
70	O=C(CCC1CCCN(C(=O)c2ccsc2)C1)N1CCN(c2ccccn2)CC1 (stereo not given)	i	i
71	Cc1cc(C)cc(N2CC(C(=O)OCC(=O)Nc3cc(C)on3)CC2=O)c1 (stereo not given)	i	i
72	Cn1c(N)c(C(=O)COC(=O)c2ccc3c(c2)OCCO3)c(=O)n(C)c1=O	i	i
73	Cc1cc(C)cc(NC(=O)CCn2ccnc2C)c1	i	i
74	COc1ccc(/C=C/C(=O)NC(=S)NNC(=O)c2ccco2)cc1OC	i	i
75	O=C(c1cnc(N2CCN(c3ncccn3)CC2)c2ccccc12)N1CCN(c2ncccn2)CC1	i	i
76	COc1ccc(C(=O)NC2CCN(C(=O)NC3CCCCC3)CC2)cc1	i	i
77	COc1ccc(C(=O)NCC(=O)N2CCCC(C)C2)cc1OC (stereo not given)	i	i
78	CCOC(=O)C1(Cc2ccccc2)CCCN(Cc2cccc(C(C)=O)c2)C1 (stereo not given)	i	i
79	Cc1ccc(/C(N)=N/OC(=O)N2c3ccccc3Sc3ccccc32)cc1	i	i
80	CC12CCC(C(=O)Nc3cccnc3)(CC1=O)C2(C)C (stereo not given)	i	i
81	O=C(COc1ccc2ccccc2c1)Nc1ccncc1	i	i
82	CC[n+]1c(/C=C(\C)SC)sc2ccccc21	i	7.35*
83	Cn1c(Cn2c(=O)sc3ccccc32)nnc1SCC(=O)Nc1ccc(F)cc1	i	i
84	CN1CCN(C(=O)C2CCN(S(=O)(=O)c3ccc(F)cc3)CC2)CC1	i	i
85	Cc1ccc(C(=O)NC2CCc3ccccc3C2=O)cc1 (stereo not given)	i	i
86	Cc1cc(C)n(-c2ccc(C(=O)N3CCC(CO)(Cc4ccccc4)CC3)cc2)n1	i	i
87	CCCCn1c(N)c(N(CC(C)C)C(=O)CSC(C)C(=O)Nc2cc(C)on2)c(=O)[nH]c1=O (stereo not given)	i	i
88	CC(=O)c1c(C)[nH]c(C(=O)COc2cc(C)ccc2C(C)C)c1C	i	i
89	Cc1c(Cl)cccc1NC(=S)NC(=O)CCN1C(=O)c2ccccc2C1=O	i	i
90	Cc1ccc(S(=O)(=O)/N=C(\c2ccccc2)N(C)S(=O)(=O)c2ccc(C)cc2)cc1	i	i
91	CCOC(=O)c1c(NC(=S)Nc2ccccc2)sc2c1CC(C)(C)SC2	i	i
92	Cc1ccccc1OCCNc1cc(N2CCNCC2)ccc1[N+](=O)[O-]	i	i
93	O=c1c2cnn(-c3ccccc3Cl)c2ncn1Cc1cccnc1	i	i
94	CC(=O)c1ccccc1OCCOc1ncnc2sccc12	i	i
95	CC(=O)c1sc2nsc(SCCN3CCCCC3)c2c1N	i	i
96	COc1ccccc1CNC(=O)CCCn1nc(C)c2c(C)n(-c3ccc(C)cc3)nc2c1=O	i	i
97	COc1ccc(C(N)=O)cc1N	i	i
98	O=C(Nc1ccccc1)c1cccc(NC(=O)c2ccco2)c1	i	i
99	COc1ccc(C)cc1NC(=O)C(OC(=O)c1cc(C)oc1C)c1ccccc1 (stereo not given)	i	i
100	Cc1cc(C)c2nc(SCC#N)cc(C)c2c1	i	i

# Records listed so far printed as active in CHT inh:
nr | Structure | CHT inh
5 | CCCn1nc([N+](=O)[O-])c(C(C#N)c2nc3ccccc3o2)c(Cl)c1=O (stereo not given) | -12.4*
65 | Cc1cnc(C)c(N2CCN(Cc3nc(-c4cccc(F)c4F)oc3C)CC2)n1 | -7.21*

# Profiles, quoted from the list. Order of screens: CHT inh, CHT PAM
# Cc1ccccc1OCCNc1cc(N2CCNCC2)ccc1[N+](=O)[O-] is listed with i, i
# CCOC(=O)C1(Cc2ccccc2)CCCN(Cc2cccc(C(C)=O)c2)C1 (stereo not given) is listed with i, i

# The listing picks up with the 3 entries that preceded the break.
cpd	smiles	CHT inh	CHT PAM
98	O=C(Nc1ccccc1)c1cccc(NC(=O)c2ccco2)c1	i	i
99	COc1ccc(C)cc1NC(=O)C(OC(=O)c1cc(C)oc1C)c1ccccc1 (stereo not given)	i	i
100	Cc1cc(C)c2nc(SCC#N)cc(C)c2c1	i	i
101	Cc1ccc(OCc2ccc(C#N)cc2)c(C(=O)c2cc(C#N)c(=O)n(C3CC3)c2)c1	i	i
102	CC1CCN(C(=S)NC(=O)c2cccc([N+](=O)[O-])c2)CC1	i	i
103	Cc1ccc(C)c(N2CCN(C(=O)CCn3c(=S)[nH]c4cc5c(cc4c3=O)OCO5)CC2)c1	i	i
104	O=C(NNC(=S)NCc1ccco1)c1ccc(S(=O)(=O)N2CCOCC2)cc1	i	i
105	Cc1noc(C)c1COC(=O)Cc1ccc(Br)cc1	i	i
106	O/N=C(\Cc1cscn1)c1ccc(O)cc1O	i	i
107	O=c1[nH]c(CSc2nnc(-c3ccccc3)n2-c2ccccc2)nc2ccccc12	i	i
108	CN(C)c1nc(N)nc(CSc2nnnn2C)n1	i	i
109	COCCNC(=O)CN(C(=O)Cn1nnc2ccccc21)c1ccc(C)cc1	i	i
110	COc1ccc(S(=O)(=O)N2CCC3(CC2)OCCN3S(=O)(=O)c2ccc(OC)cc2)cc1	i	i
111	COc1cccc(C(=O)N2CCN(Cc3cc(Br)ccc3OC)CC2)c1	i	i
112	Cc1cccc(Nc2ccc([N+](=O)[O-])cc2C(=O)O)c1	i	i
113	CC(C)c1ccc(NC2CCCN(C(=O)c3cnsn3)C2)cc1 (stereo not given)	i	i
114	COC(=O)c1ccsc1NC(=O)CN1CCN(Cc2ccc3c(c2)OCO3)CC1	i	i
115	CCC(CC)C(=O)c1c[nH]c(C(=O)NCc2ccco2)c1	i	i
116	O=C(N/N=C/c1cccnc1)c1cccc(NC(=O)c2ccccc2Cl)c1	i	i
117	CC(C(=O)Nc1ccc(Cl)cc1)c1ncc(C(F)(F)F)cc1Cl (stereo not given)	i	i
118	COCC(=O)N1CCC(Oc2ccc(C(=O)N(C)Cc3nccs3)cc2)CC1	i	i
119	Cc1cccc(NC(=O)CC2S/C(=N/c3nccs3)N(C)C2=O)c1 (stereo not given)	i	i
120	Cc1ccc(C)c(Cn2c(=O)n(CCC(=O)NCc3ccco3)c(=O)c3sccc32)c1	i	i
121	CCCOC(=O)N[C@@H]1C(=O)N2C(C(=O)OCCC)=C(C)CS[C@H]12	i	i
122	CCN(CC)CCCC(C)NC(=O)c1ccc(C(F)(F)F)cc1 (stereo not given)	i	i
123	Nc1ncnc(Oc2cccc3cccnc23)c1[N+](=O)[O-]	i	i
124	Cc1cc(N/N=C/c2ccccc2O)nc(-c2ccccc2O)n1	i	i
